# ALDH1A1 block: qHTS Assay for Inhibitors of Aldehyde Dehydrogenase 1 (ALDH1A1) | AID 1030, 2008 | Aldehyde dehydrogenase 1A1 (Homo sapiens), P00352 | hit rate 7.3% among 220,000 | Potency, µM (highest dose often 75.3 µM), inactives show top-dose activity, negative = inhibition, hits mostly inhibitors | Purified ALDH1A1, NADH fluorescence, propionaldehyde substrate; active = well fitted inhibition curve with a large enough effect, not every such curve was filed as active; inconclusive = small, poorly fitted or top-dose-only effect, or another doubt; inactive = no such curve, though single readings can be large or run the other way;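 note: plate controls were no enzyme wells and a reference inhibitor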
# Tau fluor cs: Counterscreen qHTS for Inhibitors of Tau Fibril Formation, Fluorescence Polarization | tau K18 P301L (four-repeat tau fragment) Alexa594 fluorescence, heparin fibrillization | Potency, µM (titrated, usually from 57.7 µM), for inactives: top-dose activity change, negative = decrease | hit rate 0.93% among 280,000 | AID 1463, 2008; note: % is set by controls: 0 for no effect and ±100 for the full control effect; nearly all actives have a fitted effect of over 55% in size
#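 Human K18 P301L tau (15 uM unlabeled plus 0.24 uM Alexa 594-labeled, final) in 100 mM sodium acetate pH 7 was mixed with compound and 20 uM heparin and incubated 6 hr at 37 C.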
# GAA inh: qHTS Assay for Inhibitors of Human alpha-Glucosidase as a Potential Chaperone Treatment of Pompe Disease; Lysosomal alpha-glucosidase (Homo sapiens), P10253; purified human GAA, 4-MU-alpha-glucoside fluorescence; Potency, µM (titrated, usually from 76.9 µM), without a hit: top-dose activity change, negative = inhibition, actives largely listed as inhibitors; hit rate 0.005% among 200,000;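 note: plate controls were uninhibited enzyme wells for no effect and no-enzyme background for full effect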
#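 Human enzyme at 4 nM with 400 uM 4-methylumbelliferyl-alpha-D-pyranoside, citrate/phosphate buffer pH 5.0, 0.005% Tween-20, 20 min at room temperature. Compounds up to 77 uM. 4-MU fluorescence (Ex 365/Em 440) read after NaOH/glycine stop; AC50 from Hill fit.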
# NPSR antagonist: qHTS Assay for Antagonists of the Neuropeptide S Receptor: cAMP Signal Transduction; Q6W5P4; hit rate 1% among 220,000; Potency, µM (titrated, usually from 38.3 µM), inactives show at the top dose activity change, negative = inhibition, hits mostly inhibitors; CHO-NPSR cells, cAMP TR-FRET, antagonist mode; note: % is set by controls: 0 for no effect and ±100 for the full control effect; nearly all actives have a fitted effect of over 50% in size; many of its hits are not listed in these tables
# Target sequence (Q6W5P4 whole entry, looked up): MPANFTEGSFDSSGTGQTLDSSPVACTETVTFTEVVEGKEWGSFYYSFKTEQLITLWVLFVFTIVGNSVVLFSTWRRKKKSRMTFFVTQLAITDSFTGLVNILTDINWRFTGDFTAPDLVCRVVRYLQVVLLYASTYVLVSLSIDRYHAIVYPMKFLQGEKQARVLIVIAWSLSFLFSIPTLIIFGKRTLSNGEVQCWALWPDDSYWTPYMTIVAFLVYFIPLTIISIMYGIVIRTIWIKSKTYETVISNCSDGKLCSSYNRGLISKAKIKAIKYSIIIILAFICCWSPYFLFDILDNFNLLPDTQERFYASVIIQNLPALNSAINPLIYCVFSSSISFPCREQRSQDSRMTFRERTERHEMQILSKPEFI
# GAA spleen mod: qHTS Assay for Inhibitors and Activators of Human alpha-Glucosidase From Spleen Homogenate; human spleen homogenate, 4-MU-alpha-glucoside fluorescence; Potency, µM (series often up to 79.9 µM), for the others: at the highest dose activity change, negative = inhibition, usual class: inhibitors; hit rate 0.006% among 240,000;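 note: 0% = enzyme with vehicle and -100% = no enzyme basal signal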
#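 Human spleen homogenate (1 ug) with 4-methylumbelliferyl-alpha-D-glucopyranoside (1 mM final) in 50 mM citrate/phosphate pH 5.0, 0.01% Tween-20; 40 min at 37 C. Stopped at pH 10; 4-MU fluorescence Ex 365/Em 440 nm; AC50 by Hill fit.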
# aGal spleen mod: qHTS Assay for Inhibitors and Activators of Human alpha-Galactosidase From Spleen Homogenate. human spleen homogenate, 4MU-alpha-Gal fluorescence, 40 min. Alpha-galactosidase A (Homo sapiens), P06280. Potency, µM (series often up to 80 µM), inactives show at the highest dose activity change, negative = inhibition, hits mostly inhibitors. hit rate 0.008% among 240,000;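 note: 0% = enzyme with vehicle and -100% = no enzyme basal signal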
# Target sequence (P06280 32-429 limits assumed): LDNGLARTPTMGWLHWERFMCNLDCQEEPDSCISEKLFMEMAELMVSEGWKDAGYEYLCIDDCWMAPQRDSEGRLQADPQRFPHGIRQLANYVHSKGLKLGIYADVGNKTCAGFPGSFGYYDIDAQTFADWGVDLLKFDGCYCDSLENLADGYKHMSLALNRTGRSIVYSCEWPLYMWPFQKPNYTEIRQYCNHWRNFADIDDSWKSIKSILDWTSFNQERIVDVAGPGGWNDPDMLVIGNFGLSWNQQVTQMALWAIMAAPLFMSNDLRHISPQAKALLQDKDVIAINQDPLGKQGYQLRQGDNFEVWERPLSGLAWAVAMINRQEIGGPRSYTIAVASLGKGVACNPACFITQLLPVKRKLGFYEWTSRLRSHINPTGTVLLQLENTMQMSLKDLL
#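 Human spleen homogenate (1 ug) was the enzyme source, with 4-methylumbelliferyl-alpha-D-galactopyranoside (1 mM final) in pH 5.0 citrate buffer with 0.01% Tween-20. Compounds were titrated; after 40 min at 37C, NaOH/glycine stop, 4-MU fluorescence read; AC50 from Hill fits.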
# Epigenetic derep: Quantitative High-Throughput Screen for Regulators of Epigenetic Control; murine LDR cells, GFP reporter derepression, 30 h; Potency, µM (doses to about 53.9 µM), for inactives: at the highest dose GFP activation, actives largely listed as activators; hit rate 0.2% among 280,000; note: % of control where 0% means no effect; nearly all actives have a fitted effect of over 60% in size
#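 GFP-positive cell count by laser-scanning cytometry (objects 20–120 um) after 30 h, 37 C compound exposure of murine LDR cells; reporter is CMV-GFP integrated at a silenced locus, inducible by HDAC or DNMT inhibitors.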
# GAA glycogen mod: qHTS Assay for Inhibitors and Activators of Human alpha-Glucosidase Cleavage of Glycogen; AID 2100, 2009; hit rate 0.38% among 300,000; Potency, µM (series often up to 76.4 µM), for the others: at the highest dose activity change, negative = inhibition, hits mostly inhibitors; Lysosomal alpha-glucosidase (Homo sapiens), P10253; recombinant GAA, glycogen substrate, Amplex Red glucose oxidase fluorescence;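 note: 0% = full enzyme reaction and -100% = no-enzyme basal signal; the screen sought inhibitors and activators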
#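 Recombinant human alpha-glucosidase (4 nM final) hydrolysed bovine liver glycogen (30 ug) for 40 min at 37 C in pH 5.0 citrate/phosphate with 0.01% Tween-20. Released glucose detected by glucose oxidase/Amplex Red, Ex 573/Em 610 nm. Compounds up to 77 uM; AC50 from Hill fits.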
# Numbers without * were called inactive; ? = inconclusive; nt = not tested or not shown; & = joins results of further samples; [ ] = another dose, or the depositor's remark. Unless noted, calls come from the whole dose curve; as a rule, active = well fitted curve in the direction sought with a large enough effect; inconclusive = small, poorly fitted or top-dose-only effect, or another doubt; inactive = no such curve, though single readings can be large; an effect the other way counts as inactive or inconclusive. Potency is the fitted concentration of half-maximal effect.
nr	smiles	GAA glycogen mod	ALDH1A1 block	GAA inh	GAA spleen mod	Epigenetic derep	Tau fluor cs	NPSR antagonist	aGal spleen mod
1	CCOC(=O)CSc1nnc(NC(=O)c2cccc([N+](=O)[O-])c2C)s1	18%	-12%	4%	-4%	1.1%	2%	-9%[46.1 µM]	-3%
2	O=C(c1ccc(C(F)(F)F)cc1)N1CCCCC1	-21%	-3%	0%	-21%	0.0%	10%	0%[46.1 µM]	-21%
3	Cc1cccc(CN2CCN([C@@H](c3ccccc3)c3ccc(Cl)cc3)CC2)c1	nt	-3%[20.9 µM]	nt	-6%[29.1 µM]	-0.3%[16.9 µM]	nt	nt	-6%[29.1 µM]
4	CC(C)NC(=O)CCc1nnc(Cc2cccc(C(F)(F)F)c2)o1	-12%	7%	nt	-5%	-0.2%	-3%	-12%	3%
5	COc1ccccc1C(=O)Oc1cc(N)n(S(=O)(=O)c2ccccc2)n1	5%	2%	6%	-1%	1.2%	-15%	40%	-7%
6	O=C(NCc1ccco1)c1cc2sccc2n1Cc1ccc(F)cc1	-4%	-11%	2%	-4%	0.0%	?	-12%[46.1 µM]	-3%
7	Cc1nc(NC2=NC(C(=O)Nc3ccc(Cl)cc3)CC(=O)N2)nc2ccccc12 (stereo unspecified)	3%	8%	4%	-2%	2.3%	2%	-1%[46.1 µM]	11%
8	CC(C)[C@@H](C(=O)NCC1CCC(C(=O)O)CC1)n1nnc2ccccc2c1=O (stereo partly specified)	2%	0%	1%	-4%	-3.9%	0%	10%[46.1 µM]	2%
9	O=CN/C=C/c1cc(O)ccc1O	?	?	-12%	0%	1.1%	28µM*[quencher]	59%	2%
10	CC(/C=N/n1cnnc1)=C\c1ccco1	-3%	?	1%	-2%	-0.8%	-8%	-5%[46.1 µM]	2%
11	CCOc1ccc(NC(=O)NNC(=O)c2ccc(CC)s2)cc1	0%	-1%	-4%	-1%	?	11%	11%	-1%
12	COC(=O)CSc1nccc(-c2cccs2)n1	2%	9%	2%	-2%	-0.1%	1%	2%	-9%
13	CCN(CC(=O)NCc1ccccn1)S(=O)(=O)c1ccc(Cl)cc1	6%	?	-4%	-9%	0.0%	4%	-5%[46.1 µM]	1%
14	Clc1ccc(-n2nnnc2SCc2cn3ccccc3n2)cc1	6%	8%	-5%	0%	-3.1%	-10%	-18%[46.1 µM]	7%
15	Cc1ccc(S(=O)(=O)N[C@H]2COC(=O)CC=C[C@@H](C)[C@H]3C=C[C@H](O)[C@@H](COC(=O)CC=C[C@H]2C)O3)cc1	nt	5%&-4%[13.5 µM]	nt	2%&-3%[17.4 µM]	1.2%&0.8%[10.1 µM]	2%&-22%[11.6 µM]	nt	15%&-9%[17.5 µM]
16	O=C(Cn1ncc2c1-c1ccccc1OC2)N1CCN(c2ccccn2)CC1	4%	5%	?	-4%	-1.0%	-3%	3%	-4%
17	O=C(c1cc2ccccc2oc1=O)N(Cc1cccs1)Cc1ccccc1Cl	-10%	?	-1%	-1%	0.0%	-14%	-7%[46.1 µM]	-5%
18	CC(C)CC(=O)Nc1cccc(NC(=O)c2ccccc2Cl)c1	0%	-14%	6%	-3%	1.0%	2%	1%	-4%
19	CCOc1ccc(S(=O)(=O)NN=C2CCN(C(C)=O)CC2)cc1	-8%	7.9µM*	-3%	5%	-0.3%	-14%	1%	-13%
20	CN(C)c1cccc(C(=O)n2cc(C(=O)c3cc(F)ccc3O)cn2)c1	?	4.5µM*	-12%	2%	4.4%	?	-10%[46.1 µM]	5%

# Single records, from the list above:
# CCOc1ccc(S(=O)(=O)NN=C2CCN(C(C)=O)CC2)cc1 is entered as GAA glycogen mod = -8%; ALDH1A1 block = 7.9µM*; GAA inh = -3%; GAA spleen mod = 5%; Epigenetic derep = -0.3%; Tau fluor cs = -14%; NPSR antagonist = 1%; aGal spleen mod = -13%
# CC(/C=N/n1cnnc1)=C\c1ccco1 is entered as GAA glycogen mod = -3%; ALDH1A1 block = ?; GAA inh = 1%; GAA spleen mod = -2%; Epigenetic derep = -0.8%; Tau fluor cs = -8%; NPSR antagonist = -5%[46.1 µM]; aGal spleen mod = 2%
# CCN(CC(=O)NCc1ccccn1)S(=O)(=O)c1ccc(Cl)cc1 is entered as GAA glycogen mod = 6%; ALDH1A1 block = ?; GAA inh = -4%; GAA spleen mod = -9%; Epigenetic derep = 0.0%; Tau fluor cs = 4%; NPSR antagonist = -5%[46.1 µM]; aGal spleen mod = 1%

# Additional records
nr	smiles	GAA glycogen mod	ALDH1A1 block	GAA inh	GAA spleen mod	Epigenetic derep	Tau fluor cs	NPSR antagonist	aGal spleen mod
21	CCN(CC)c1ccc(/C=N\NC(N)=O)cc1	-20%	?	?	1%	1.0%	-8%	-25%	?
22	CCc1nnc(NC(=O)CCC(=O)NCC2CCCO2)s1 (stereo unspecified)	4%	0%	-3%	0%	2.9%	4%	4%[46.1 µM]	8%
23	Cc1cc(Cl)c(S(=O)(=O)Nc2ccon2)cc1OCC(=O)NC1CCCCC1	0%	17%	0%	-7%	-1.2%	-9%	-12%[46.1 µM]	2%
24	Cc1ccc(-c2nc3ccccc3c(=O)n2-c2c(C)n(C)n(-c3ccccc3)c2=O)cc1	7%	nt	nt	4%	1.8%	-5%	21%	-1%
25	O=C(COC(=O)c1cccc(C(=O)OCC(=O)c2ccc(Br)cc2)n1)c1ccc(Br)cc1	-1%	7%	?	2%	-1.1%	1%	-8%[46.1 µM]	-1%
26	C=C(C)C(=O)NNc1ccccc1	1%	22µM*	2%	-2%	-0.1%	3%	6%	1%
27	COc1ccc(NC(=O)CC23CC4CC(C2)CC(n2nnc(C)n2)(C4)C3)cc1	-2%	2%	-4%	-1%	0.1%	-9%	12%	5%
28	CCn1cc(/C=N/NC(=O)c2ccc3c(c2)OCO3)c(C)n1	0%	5%	3%	1%	-5.7%	-6%	-16%[46.1 µM]	6%
29	CCOC(=O)c1nnc(-c2cccs2)nc1Oc1ccccc1C(=O)OC	-7%	5%	?	1%	0.9%	-29%	-6%[46.1 µM]	4%
30	COc1ccc(C(=O)NCc2nnc(SCC(=O)N3CCOCC3)o2)cc1	21%	-4%	0%	2%	-0.2%	-1%	15%	5%
31	O=C(NCCN1CCOCC1)C(=O)NCc1ccco1	19%	0%	-11%	-3%	-1.1%	16%	14%	-6%
32	Cn1c(=O)c2c(ncn2CC(=O)OCC(=O)NC2CCCc3ccccc32)n(C)c1=O (stereo unspecified)	6%	0%	-3%	3%	0.0%	4%	18%[46.1 µM]	3%
33	C[C@@]12CC[C@@H]3c4ccc(O)cc4CC[C@H]3[C@H]1C[C@@H](O)[C@H]2O	nt	-5%[20.9 µM]	nt	6%[29.1 µM]	-1.4%[16.9 µM]	nt	nt	-5%[29.1 µM]
34	CC(O)Cn1cnc2c1c(=O)n(C)c(=O)n2C (stereo unspecified)	4%	5%	-2%[15.4 µM]	2%	0.3%	-9%	27%	-4%
35	COC(=O)N[C@@H](/C=C/c1ccccc1)/C(C(=O)OC)=C(\C)NCc1ccccc1	nt	0%	nt	-8%	-1.1%	-6%	nt	-1%
36	O=C(O)COc1ccccc1/C=N/NC(=O)CSc1nnc(SCc2ccc(Cl)cc2)s1	9%	nt	nt	-7%	-4.3%	-10%	8%	2%
37	Cc1ccc(NNC(=S)Nc2ccc(C(C)C)cc2)c(C)c1	-16%	22µM*	-1%	-13%	-1.1%	?	-10%	2%
38	O=C(COn1nnc2ccc(Cl)cc21)NC12CC3CC(CC(C3)C1)C2	-11%	?	1%	-17%	0.7%	-16%	-19%[46.1 µM]	5%
39	O=C(O)/C=C/c1cccc2c1OCCO2	-6%	nt	nt	4%	0.2%	8%	2%	2%
40	Cc1[nH]c2ccccc2c1-c1csc(NC(=O)CN2CCOCC2)n1	4%	?	-3%	0%	-0.1%	?	6%	-5%

# (more compounds)
nr	smiles	GAA glycogen mod	ALDH1A1 block	GAA inh	GAA spleen mod	Epigenetic derep	Tau fluor cs	NPSR antagonist	aGal spleen mod
41	Cc1cnc(CNC(=O)c2ccc(OC3CCN(C(=O)C4CC4)CC3)cc2)cn1	-12%	1%	-9%	-5%	-7.4%	1%	-12%	-5%
42	CCOc1ccc(CC2S/C(=N/c3ccccn3)NC2=O)cc1 (stereo unspecified)	5%	1%	1%	-2%	4.0%	-7%	-13%[7.67 µM]	0%
43	O=C(CSc1nnc(C2COc3ccccc3O2)o1)Nc1ccc(F)cc1Cl (stereo unspecified)	3%	10µM*	2%	8%	5.1%	-2%	-3%	-6%
44	CCOC(=O)CC(=O)CSc1ccc2nnc(-c3ccccc3)n2n1	0%	?	3%	-11%	3.5%	-13%	6%[46.1 µM]	-5%
45	CCc1ccc(OCC(=O)c2c(O)c3ccccc3oc2=O)cc1	-12%	?	-7%	-1%	-1.4%	0%	-4%	-2%
46	O=C(COC(=O)c1cccs1)NCCN1C(=O)CSC1=O	5%	6%	-7%	5%	-1.0%	-6%	-4%[46.1 µM]	2%
47	O=C(/C=C/c1ccco1)NC(=S)Nc1cc(C(F)(F)F)ccc1N1CCOCC1	-8%	-5%	6%	-1%	0.0%	-10%	-2%	-6%
48	C/C(=C\[C@@H](NP(=O)(c1ccccc1)c1ccccc1)c1ccccc1)CO[Si](c1ccccc1)(c1ccccc1)C(C)(C)C	nt	-7%	nt	-6%	2.5%	-23%	nt	1%
49	COc1ccc(C(=O)Nc2cc(C)cc(C)c2)cc1S(=O)(=O)N1CCOCC1	7%	6%	-12%	-3%	-1.8%	-12%	-11%[46.1 µM]	-18%
50	CC12CCC(C(=O)Nc3ccccc3Cl)(C(Br)C1=O)C2(C)C (stereo unspecified)	14%	?	-1%	6%	1.0%	9%	-6%	-1%

# High-throughput results from PubChem BioAssay.

# Some of the compounds tested; rates above refer to the full screens.
